LDHA block: inhibitors of human lactate dehydrogenase A; P00338; purified LDHA, NADH/diaphorase-resazurin fluorescence; hits give low values; activity change, % (values are at about 110 or 230 µM); hit rate 0.15% among 480,000; AID 1347041; in the data active = activity change below about -30%; inconclusive = mostly about -25% to -30%;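 note: plate controls were DMSO wells for no effect and wells without enzyme for full effect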
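LDH5 2 nM; NADH 0.06 mM, pyruvate 0.2 mM; 200 mM Tris pH 7.4, EDTA, Tween-20; 5 min RT. Detection: diaphorase 0.133 mg/mL + resazurin 37 µM, fluorescence ex540/em590 at 0 and 20 min; normalized to enzyme-free and DMSO wells.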
PI4K2A block: blocks human PI4K2A kinase activity; activity change, negative = inhibition, % at 76.9 µM; purified PI4K2A, ADP-Glo luminescence, 1 h; hits give low values; AID 1346378; hit rate 0.13% among 420,000; in the data active = activity change below about -50%; inconclusive = mostly about -30% to -49%;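 note: -100% = wells without enzyme as full effect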
Target sequence (Q9BTU6 whole entry, looked up): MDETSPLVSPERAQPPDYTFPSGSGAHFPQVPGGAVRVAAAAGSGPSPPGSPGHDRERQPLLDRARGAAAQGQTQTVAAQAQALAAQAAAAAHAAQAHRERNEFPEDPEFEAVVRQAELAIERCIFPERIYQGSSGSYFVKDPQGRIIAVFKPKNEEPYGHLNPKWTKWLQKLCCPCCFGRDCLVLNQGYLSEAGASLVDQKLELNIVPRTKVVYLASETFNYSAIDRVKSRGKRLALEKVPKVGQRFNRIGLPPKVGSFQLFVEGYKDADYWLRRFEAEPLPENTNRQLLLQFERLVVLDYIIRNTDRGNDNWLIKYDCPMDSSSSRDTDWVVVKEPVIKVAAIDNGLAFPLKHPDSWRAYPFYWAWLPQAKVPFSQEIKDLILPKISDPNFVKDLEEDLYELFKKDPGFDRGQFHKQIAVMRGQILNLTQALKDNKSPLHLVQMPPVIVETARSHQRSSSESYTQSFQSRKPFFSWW
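PI4K2A activity was measured by ADP-Glo luminescence: enzyme (4 ug/mL stock) and phosphatidylinositol (1.2 mM stock) in Tris pH 7.5/MgCl2/EGTA/Triton X-100 buffer were reacted with ATP (300 microM stock) for one hour at ambient temperature.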
IDH1 R132H inh: inhibitors of human mutant IDH1 R132H; AID 602179; IDH1-R132H enzyme, NADPH consumption, diaphorase/resazurin fluorescence; O75874; Potency, µM (highest dose often 76.6 µM), without a hit: at the top dose activity change, negative = inhibition, hits mostly inhibitors; hit rate 0.093% among 390,000; note: potency is the fitted concentration of half-maximal effect; % is set by controls: 0 for no effect and ±100 for the full control effect; nearly all actives have a fitted effect of over 65% in size
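IDH1-R132H (0.5 ug/mL) preincubated 30 min with compound, then NADPH (0.016 mM) and alpha-KG (2 mM) added; 80 min at RT, pH 7.5. Remaining NADPH coupled via diaphorase/resazurin to fluorescence (540/590 nm); concentration-response curves normalized to no-enzyme control.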
TrxR1 substrate: is turned over as a substrate by rat TrxR1; hit rate 0.01% among 390,000; purified TrxR1 substrate turnover, NADPH consumption readout; Potency, µM (highest dose often 114 µM), for the others: top-dose activity change, negative = substrate turnover; O89049; AID 588456; note: potency is the fitted concentration of half-maximal effect; % is set by controls: 0 for no effect and ±100 for the full control effect; nearly all actives have a fitted effect of over 50% in size
Target sequence (O89049 whole entry, looked up): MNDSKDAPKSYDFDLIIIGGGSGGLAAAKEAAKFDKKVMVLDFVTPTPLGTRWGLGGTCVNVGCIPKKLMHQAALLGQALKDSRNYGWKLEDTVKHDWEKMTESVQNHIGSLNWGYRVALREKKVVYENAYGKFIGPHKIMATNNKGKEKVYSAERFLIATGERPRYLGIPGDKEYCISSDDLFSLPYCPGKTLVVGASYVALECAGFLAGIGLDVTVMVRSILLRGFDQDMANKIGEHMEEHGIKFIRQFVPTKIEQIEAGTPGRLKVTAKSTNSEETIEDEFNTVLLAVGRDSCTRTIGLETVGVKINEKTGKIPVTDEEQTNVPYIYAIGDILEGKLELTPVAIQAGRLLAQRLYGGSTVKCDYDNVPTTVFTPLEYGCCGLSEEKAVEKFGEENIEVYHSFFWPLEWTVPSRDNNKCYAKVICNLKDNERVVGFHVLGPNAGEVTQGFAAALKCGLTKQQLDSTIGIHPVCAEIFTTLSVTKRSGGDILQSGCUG
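Rat TrxR1, dispensed at 90 nM, was prereduced with 400 uM NADPH (final) for 5 min at ~22 deg C, then incubated with compound 15 min before 400 uM selenite. A first-read NADPH fluorescence drop versus no-compound background flagged substrates.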
Vif-APOBEC3G blk: inhibitors of Vif-APOBEC3G interaction; Q9HC16; HeLa A3G-eYFP + Vif (tagged APOBEC3G with the HIV-1 protein that degrades it), YFP fluorescence, overnight; Potency, µM (titrated, usually from 46.1 µM), for the others: top-dose activity, negative = active, actives largely listed as inhibitors; hit rate 0.076% among 410,000; AID 602310;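 note: potency is the fitted concentration of half-maximal effect; % is set by controls: 0 for no effect and ±100 for the full control effect; nearly all actives have a fitted effect of over 60% in size; hits raise eYFP signal because A3G escapes Vif-driven loss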
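HeLa cells stably expressing Vif and C-terminally eYFP-tagged A3G, seeded overnight at 37 deg C, then exposed to compound by pintool overnight at 37 deg C. Rise in yellow fluorescence (Ex 488/Em 500-530, Acumen) marks blocked Vif-driven A3G degradation.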
USP1 inh: blocks the human USP1/UAF1 deubiquitinase complex. O94782. recombinant USP1/UAF1, Ub-Rhodamine cleavage fluorescence. Potency, µM (titrated, usually from 57.1 µM), without a hit: top-dose activity change, negative = inhibition, hits mostly inhibitors. hit rate 0.23% among 390,000; note: potency is the fitted concentration of half-maximal effect; % is set by controls: 0 for no effect and ±100 for the full control effect; nearly all actives have a fitted effect of over 60% in size; inactives centre near -12
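High-throughput fluorogenic screen: 1nM USP1/UAF1 complex, Ub-Rho substrate 150nM final, 50mM HEPES pH 7.8 with 0.5mM EDTA, 0.1 mg/ml BSA, 1mM TCEP and 0.01% Tween-20.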
Vif-APOBEC3F blk: inhibitors of Vif-A3F interaction; HeLa A3F-eYFP + Vif (tagged APOBEC3F with the HIV-1 protein that degrades it), YFP fluorescence increase; Potency, µM (doses to about 46.1 µM), for inactives: top-dose activity, negative = active; hit rate 0.2% among 390,000; note: potency is the fitted concentration of half-maximal effect; % of control where 0% means no effect; nearly all actives have a fitted effect of over 65% in size
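HeLa cells stably expressing Vif plus C-terminally eYFP-tagged A3F were seeded, incubated overnight at 37 deg C, dosed with compound, incubated overnight again at 37 deg C. Yellow fluorescence (Ex 488/Em 500-530) reported blocked Vif-mediated A3F-eYFP degradation.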
RXFP1 agonist: activates the human relaxin receptor RXFP1 | Q9HBX9 | HEK293T-RXFP1 cAMP TR-FRET, 30 min; response scale: percent of porcine relaxin response, buffer zero | Potency, µM (series often up to 57.5 µM), without a hit: at the highest dose activation, hits mostly activators | hit rate 0.3% among 370,000 | AID 2676; note: potency is the fitted concentration of half-maximal effect; % is set by controls: 0 for no effect and ±100 for the full control effect; nearly all actives have a fitted effect of over 60% in size; many of its hits are not listed in these tables
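HEK293 cells stably expressing RXFP1, treated 30 min at 37C with compounds plus PDE4 inhibitor Ro 20174; cAMP measured by HTRF TR-FRET. Normalized to buffer and 29 nM porcine relaxin; EC50 by Hill fit.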
GRP78 ERSR act: inducers of ER stress response in human glioma cells; U87-MG GRP78 promoter luciferase reporter, 16 h; hit rate 0.02% among 420,000; Potency, µM, without a hit: at the top dose activation, actives largely listed as activators; note: potency is the fitted concentration of half-maximal effect; series mostly up to about 76 µM; % of control where 0% means no effect; nearly all actives have a fitted effect of over 35% in size
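ERSR induction read as luciferase luminescence (Bright-Glo, 10 min at room temperature) in stably transfected human U87-MG glioma cells exposed to compounds for 16 h, using GRP78 as sensor.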
An asterisk follows results filed as active; ? = inconclusive; nt = not tested or not shown; & = joins results of further samples; [ ] = dose if it differs, or a comment. Unless noted, calls come from the whole dose curve; as a rule, active = well fitted curve in the direction sought with a large enough effect; inconclusive = small, poorly fitted or top-dose-only effect, or another doubt; inactive = no such curve, though single readings can be large; an effect the other way counts as inactive or inconclusive. An excerpt; the hit share may differ from the screen's.

SMILES	LDHA block	PI4K2A block	IDH1 R132H inh	TrxR1 substrate	Vif-APOBEC3G blk	USP1 inh	Vif-APOBEC3F blk	RXFP1 agonist	GRP78 ERSR act
CCOC(=O)C1CCCN(c2nnnn2-c2ccccc2)C1 (configuration not stated)	-5	-11	6%	3%	1%	-18%	-4%	-0.1%	-3%
CCN(CCn1cccn1)Cc1nc(-c2ccccc2)no1	-9	-9	2%	4%[57.1 µM]	1%	-15%	3%	0.4%	2%
CC(C)S(=O)(=O)N1CCCC(C(=O)c2cccc(Cl)c2)C1 (configuration not stated)	-1	-2	2%	-12%	0%	-10%	-10%	1.1%	-3%
CN(C)CCCO/N=C(\c1ccccc1)c1ccncc1	-22	2	-1%	7%	-2%	-9%	4%	0.3%	-4%
O=C(CN1CCN(c2ccccn2)CC1)Nc1ccccc1	-5	3	5%	10%[57.1 µM]	-2%	-2%	-3%	1.3%	-4%
Cc1cccc(C)c1-n1nnnc1C(c1ccnc2ccccc12)N1CCN(C/C=C/c2ccccc2)CC1 (configuration not stated)	-3	-2	nt	nt	-3%	nt	nt	nt	-3%
O=[N+]([O-])c1cccc(S(=O)(=O)NCC2CCCO2)c1 (configuration not stated)	0	-1	3%	-4%	-4%	3%	0%	-0.1%	-4%
COc1ccc(C2(O)CCN(C(=O)c3c(F)cccc3F)CC2)cc1	-4	1	3%	7%	-3%	-11%	-5%	0.9%	0%
CN1CCN(C(=O)c2cc3nc(-c4ccc(Cl)cc4)cc(C(F)(F)F)n3n2)CC1	-1	-1	1%	23%	-5%	-19%	-16%	1.6%	-5%
O=C(NCC12CC3CC(CC(C3)C1)C2)c1cc2n(n1)C(C(F)(F)F)CC(c1ccco1)N2 (configuration not stated)	-6	-14	3%	1%	4%	-11%	0%	-0.7%	0%
CCOC(=O)c1c(NC(=O)COC(=O)CCOc2ccc(C)cc2)sc(C(=O)N(C)C)c1C	2	-5	1%	2%	-4%	-13%	0%	2.2%	-5%
Cc1cccc(/C=N/NC(=O)c2cc(-c3cccnc3)nc3ccccc23)c1	-9	-1	-2%	7%[57.1 µM]	-1%	-13%	1%	1.3%	-4%
Cc1ccc(CN=C(Nc2ccccc2)NC2CCCCC2)cc1	-2	4	3%	5%[57.1 µM]	3%	-18%	7%	1.8%	0%
COc1ccc(NC(=O)N2CCc3c(sc4c3CCCC4)C2c2ccccc2OC)cc1 (configuration not stated)	1	1	2%	6%	-3%	-20%	9%	1.4%	-1%
CN1CCN(/C=N/c2c(C#N)cnn2Cc2ccccc2)CC1	0	-2	9%	5%[57.1 µM]	-1%	-1%	1%	0.1%	-4%
Cc1nc(C2CCCCC2)c(-c2ccccc2)c(N2CCOC2=O)c1C	-3	1	9%	-2%	-7%	3%	-9%	nt	0%
CC1CCCCC12NC(=O)N(CC(=O)N1CCN(S(=O)(=O)c3ccc(Cl)s3)CC1)C2=O (configuration not stated)	-3	6	-1%	nt	-5%	-5%	0%	nt	-2%
CN1CCN(C(=O)C(=O)Nc2c3c(nn2-c2ccc(F)cc2)CSC3)CC1	0	2	5%	7%[57.1 µM]	0%	-2%	0%	2.2%	-3%
CC1CCc2c(sc3nc(CSc4ncn[nH]4)[nH]c(=O)c23)C1 (configuration not stated)	-2	-2	0%	2%	-6%	-22%	-3%	-3.1%	-10%
COc1ccc(O)c(-c2cc(-c3cccc(Br)c3)n[nH]2)c1	1	-3	0%	1%	?	-18%	-23%	0.3%	-19%

A draw from above in order of SMILES length, descending:
SMILES	LDHA block	PI4K2A block	IDH1 R132H inh	TrxR1 substrate	Vif-APOBEC3G blk	USP1 inh	Vif-APOBEC3F blk	RXFP1 agonist	GRP78 ERSR act
Cc1cccc(C)c1-n1nnnc1C(c1ccnc2ccccc12)N1CCN(C/C=C/c2ccccc2)CC1 (configuration not stated)	-3	-2	nt	nt	-3%	nt	nt	nt	-3%
CCOC(=O)c1c(NC(=O)COC(=O)CCOc2ccc(C)cc2)sc(C(=O)N(C)C)c1C	2	-5	1%	2%	-4%	-13%	0%	2.2%	-5%
COc1ccc(NC(=O)N2CCc3c(sc4c3CCCC4)C2c2ccccc2OC)cc1 (configuration not stated)	1	1	2%	6%	-3%	-20%	9%	1.4%	-1%
CN1CCN(C(=O)C(=O)Nc2c3c(nn2-c2ccc(F)cc2)CSC3)CC1	0	2	5%	7%[57.1 µM]	0%	-2%	0%	2.2%	-3%
Cc1cccc(/C=N/NC(=O)c2cc(-c3cccnc3)nc3ccccc23)c1	-9	-1	-2%	7%[57.1 µM]	-1%	-13%	1%	1.3%	-4%
CC(C)S(=O)(=O)N1CCCC(C(=O)c2cccc(Cl)c2)C1 (configuration not stated)	-1	-2	2%	-12%	0%	-10%	-10%	1.1%	-3%
CCN(CCn1cccn1)Cc1nc(-c2ccccc2)no1	-9	-9	2%	4%[57.1 µM]	1%	-15%	3%	0.4%	2%
CN(C)CCCO/N=C(\c1ccccc1)c1ccncc1	-22	2	-1%	7%	-2%	-9%	4%	0.3%	-4%

Additional results:
SMILES	LDHA block	PI4K2A block	IDH1 R132H inh	TrxR1 substrate	Vif-APOBEC3G blk	USP1 inh	Vif-APOBEC3F blk	RXFP1 agonist	GRP78 ERSR act
O=c1[nH]n2c(=O)c3c([nH]c2c1N=Nc1cccc(Cl)c1)CCC3	2	2	9%	-27%	0%	-14%	9%	0.8%	-5%
NNC(=O)c1nc(-c2ccccc2)n2c1CCCCC2	-1	-2	4%	12%	2%	-9%	-1%	-1.9%	-5%
O=C(Cc1cccc2ccccc12)Nc1ccccc1C(=O)O	-11	-3	7%	6%	1%	-3%	9%	-0.3%	2%
COc1ccc(S(=O)(=O)O/N=C2\CCCc3ccccc32)cc1	13	-2	10%	2%	-6%	-18%	-6%	0.0%	-2%
COc1cc(CCC(=O)Nc2ccc(C)c(S(=O)(=O)N3CCCCCC3)c2)cc(OC)c1OC	-2	-4	2%	7%	-3%	-7%	2%	-0.9%	-2%
COc1ccc(C(C)(NC(C)=O)c2nc(-c3ccc(S(C)(=O)=O)cc3)cs2)cc1 (configuration not stated)	-10	2	nt	nt	-3%	nt	nt	nt	-4%
O=C(NNC(=O)c1ccc([N+](=O)[O-])cc1)c1ccc(NS(=O)(=O)c2cccs2)cc1	-7	-5	-6%	-8%	-6%	?	-5%	nt	-4%
Cc1oc(-c2ccccc2F)nc1CS(=O)CC(=O)NC1CC1 (configuration not stated)	-5	-2	-6%	1%	1%	-10%	-11%	-0.7%	-2%
Cc1cc(-c2ccco2)n(CC(=O)NCCCc2ccccc2)n1	-4	2	-2%	5%	3%	-24%	3%	-0.3%	1%
O=C(NCCO)c1nc2ccccc2s1	-7	5	1%	-2%	3%	-2%	-21%	0.5%	6%
Cc1ccc(NNS(=O)(=O)c2ccc(C)cc2)cc1	31	-4	4%	-6%	-5%	-6%	0%	2.0%	3%
Cc1ccc(/C=C(\C#N)c2nc3ccccc3[nH]2)s1	-3	-1	-2%	-15%	-8%	5%	-6%	-1.3%	0%
CC(=O)Nc1ccc(N/C(N)=N/c2nc(C)cc(C)n2)cc1	-13	3	11%	7%[57.1 µM]	1%	-11%	-10%	0.4%	-5%
CCCCNC(=O)COC(=O)c1ccc(N(C)C)cc1	-1	1	0%	-1%	-3%	-2%	?	-1.9%	-2%
CCc1ccc(CN(Cc2ccco2)c2cnc(S(C)(=O)=O)nc2C(=O)Nc2ccccc2Cl)cc1	-2	0	-12%	6%	9%	-2%	2%	3.8%	-3%
O=C(COc1ccc(F)cc1)Nc1nnc(S(=O)(=O)N2CCc3ccccc32)s1	-11	-4	27%	-11%	0%	-10%	-6%	-4.5%	-2%
O=C(N/N=C\c1ccc(COc2ccc([N+](=O)[O-])cc2)o1)c1cccc(Cl)c1	-4	-7	5%	-11%	3%	-7%	-2%	0.8%	-8%
CN1CCN(c2ccccc2NC(=S)NC(=O)c2cc3ccccc3o2)CC1	0	10	4%	4%	7%	-13%	-7%	-0.2%	-7%
COc1ccccc1NC(=O)/C=C\c1ccco1	-2	-11	-6%	-4%	0%	-14%	?	-0.4%	5%
CCn1c2ccccc2c2nn(C)c(=N)nc21	-1	-4	-3%	-14%	1%	-3%	nt	1.7%	-4%
N#CC1(NC(=O)COC(=O)C2CCN(S(=O)(=O)c3ccc4c(c3)OCCO4)CC2)CCCCC1	-2	5	-12%	-13%	3%	-2%	0%	nt	1%
O=C(Nc1ccc2oc(-c3ccncc3)nc2c1)c1ccc2c(c1)OCO2	-6&-3	4	-3%	2%	-1%	-23%	4%	-3.1%	-6%
CSc1cccc(NC(=O)CCNC(=O)c2ccco2)c1	-14	-7	6%	7%[57.1 µM]	-2%	?	10%	-1.7%	1%
COc1ccc(N2CCN(C(CNC(=O)C(=O)NCc3ccc(F)cc3)c3cccnc3)CC2)cc1 (configuration not stated)	1	3	0%	-1%	5%	4%	2%	2.0%	-2%
CC(=O)Nc1cc(-c2ccccc2N(C)C)cn2c(-c3ccc(S(C)(=O)=O)cc3)cnc12	-1	-4	nt	nt	-4%	nt	nt	nt	-3%
